KB-3-1 tox – KB-3-1 parental cell cytotoxicity. Potency, µM (doses to about 46.1 µM), for inactives: at the top dose activity change, negative = cytotoxic, most hits filed as cytotoxic. AID 1347075. hit rate 1.4% among 400,000. KB-3-1 viability, CellTiter-Glo ATP luminescence, 72 h; note: potency is the fitted concentration of half-maximal effect; % is set by controls: 0 for no effect and ±100 for the full control effect; nearly all actives have a fitted effect of over 60% in size
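KB-3-1 cells, DMEM (no phenol red) + 10% FBS; compound by pin transfer, 72 h, 37 °C. Readout: CellTiter-Glo luminescence after 10 min. Data normalized, curve-fitted.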
HT1080NT lethal – kills 2HG-producing HT-1080-NT fibrosarcoma cells | Potency, µM (doses to about 46.1 µM), for the others: at the highest dose activity, negative = less viability, actives largely listed as cytotoxic | HT-1080-NT fibrosarcoma viability, CellTiter-Glo ATP luminescence, 48 h | hit rate 1.6% among 360,000;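 note: NT is the 2HG producing partner of a matched IDH1 knockdown line; potency is the fitted concentration of half-maximal effect; 0% = DMSO-treated cells and -100% = media-only wells without cells; nearly all actives have a fitted effect of over 55% in size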
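Toxicity toward the 2HG-producing NT line was scored as %Activity, normalised to DMSO and no-cell wells, from CellTiter-Glo luminescence after 48 hours' treatment.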
S2 tox – cell viability loss in ATXN counter-screen. S2 cells (HEK-293 line with an ATXN2-luciferase reporter) viability, CellTiter-Fluor protease fluorescence, 24 h. Potency, µM (top dose mostly 56.7 µM), actives largely listed as cytotoxic. hit rate 0.49% among 400,000. AID 651635; note: potency is the fitted concentration of half-maximal effect; nearly all actives have a fitted effect of over 40% in size
ATXN2 expr inh – inhibitors of ATXN2 expression; HEK-293 ATXN2-luciferase reporter, luminescence, 24 h; Potency, µM (titrated, usually from 57 µM), without a hit: at the top dose activity change, negative = inhibition, most hits filed as inhibitors; hit rate 0.72% among 360,000; AID 1745845; note: potency is the fitted concentration of half-maximal effect; % is set by controls: 0 for no effect and ±100 for the full control effect; nearly all actives have a fitted effect of over 55% in size
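qHTS (up to 57 uM final) was run with 24 h compound exposure of reporter cells at 37 °C. Each well was multiplexed: SteadyGlo luminescence measured ATXN2-luciferase expression after a fluorogenic Gly-Phe-AFC viability readout (25 uM final).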
SW480 rerep – induces DNA re-replication in SW480 colon adenocarcinoma cells; SW480 DNA re-replication, Hoechst DNA content imaging, 48 h; Potency, µM (doses to about 46.1 µM), for the others: at the highest dose re-replication activation, usual class: activators; hit rate 1.8% among 340,000; AID 624297; note: potency is the fitted concentration of half-maximal effect; % of control where 0% means no effect; nearly all actives have a fitted effect of over 55% in size
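Hoechst fluorescence of nuclei (405 nm excitation, 500-530 nm emission) measured by plate-scanning imager after 48 hr compound exposure at 37 C; re-replication scored as increased number of nuclei with elevated intensity.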
IL1B secr inh – blocks inflammasome-driven IL-1 beta release; THP-1 LPS/ATP IL-1B secretion, AlphaLISA, 16 h; active compounds read low; activity change, % at 57.5 µM; hit rate 4.7% among 360,000; AID 743279; in the data active = activity change below about -50%; inconclusive = mostly about -30% to -49%; note: % is set by controls: 0 for no effect and ±100 for the full control effect
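THP-1 cells pretreated 1 hr with compounds (up to 57.5 uM final), then stimulated with LPS (250 ng/mL final) plus ATP (1.25 mM final); secreted IL-1B measured by AlphaLISA after 16 hr, decreased signal indicating inhibition.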
HepG2 viability – HepG2 cytotoxicity, counter-screen for TGF-b inhibitors; HepG2 CAGA-GFP viability, ATP luminescence, 18 h; Potency, µM (top dose mostly 46.1 µM), inactives show top-dose activity change, negative = cytotoxicity, hits mostly cytotoxic; hit rate 0.76% among 410,000; AID 588856; note: potency is the fitted concentration of half-maximal effect; some results filed as inactive show a strong effect at the top dose
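CellTiter-Glo luminescence gave cytotoxicity after 18 hours at 37 degrees C. The cells were HepG2 CAGA-GFP in 1% FBS DMEM, stimulated with 500 pg/mL TGF-beta after compound addition. %Activity was normalised to no-cell wells (complete cell-killing) and DMSO (no toxicity), and curves were fitted and classified.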
MCF10A rerep – induces DNA re-replication in MCF 10a normal breast cells | MCF 10A DNA re-replication, Hoechst nuclear intensity, 48 h | Potency, µM (titrated, usually from 46.1 µM), for inactives: top-dose activity, positive = re-replication, most hits filed as activators | hit rate 2.9% among 350,000; note: potency is the fitted concentration of half-maximal effect; % of control where 0% means no effect; nearly all actives have a fitted effect of over 50% in size
HT1080 IDH1KD tx – kills HT-1080 cells with IDH1 knockdown | HT-1080 IDH1 knockdown viability, ATP luminescence, 48 h | Potency, µM (titrated, usually from 46.1 µM), for the others: top-dose activity, negative = toxicity, actives largely listed as cytotoxic | hit rate 2% among 360,000;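 note: potency is the fitted concentration of half-maximal effect; 0% = DMSO wells and -100% = cell-free medium wells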
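Cytotoxicity counter-line: IDH1KD HT-1080, 48 h, CellTiter-Glo. Curves classed by r2, magnitude and activity.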
The depositor's hits bear a star; i = inactive; ? = inconclusive; · = not tested or not shown; & = joins results of further samples; [ ] = another dose, or the depositor's remark. Unless noted, calls come from the whole dose curve; as a rule, active = well fitted curve in the direction sought with a large enough effect; inconclusive = small, poorly fitted or top-dose-only effect, or another doubt; inactive = no such curve, though single readings can be large; an effect the other way counts as inactive or inconclusive.

SMILES	KB-3-1 tox	HT1080NT lethal	S2 tox	ATXN2 expr inh	SW480 rerep	IL1B secr inh	HepG2 viability	MCF10A rerep	HT1080 IDH1KD tx
CC(C)C(C)NC(=O)COc1nc2ccccc2nc1N(C)C1CCCCC1 (configuration not stated)	?	14%	?	-5%	-6%	8	-14%	17%	4%
COc1ccc(S(=O)(=O)Nc2ccc(F)c(Cl)c2)cc1OC	-16%	-14%	i	-10%	-1%	18	7%	-1%	-17%
Fc1ccccc1COc1ccc(/C=N/n2cnnc2)cc1	-15%	3%	i	9%	0%	7	-13%	4%	-2%
COc1nc(N)nc(N2CCOCC2)n1	2%	11%	i	3%	1%	-5	9%	16%	16%
Cc1ccc(C(CC(=O)NCc2ccco2)c2ccc(OC(C)C)cc2)cc1 (configuration not stated)	-29%	-57%	i	-21%	5%	?	-18%	-3%	?
COc1ccccc1NC(=O)NCc1ccc(C)n1C	14%	11%	i	1%	-7%	5	3%	11%	12%
CC1(/[N+]([O-])=C/c2ccc(F)cc2)CCCCC1=O (configuration not stated)	5%	14%	i	·	-10%	-28	22%	0%	10%
Cc1ccc(-c2cc(C(=O)NC3CCCCC3)no2)cc1	-3%	19%	i	36%	-2%	-15	10%	10%	23%
Cc1cn([C@H]2C[C@H](O)[C@@H](CCC(=O)NCCCc3ccccc3)O2)c(=O)[nH]c1=O	0%	23%	i	13%	·	-9	3%	·	20%
C#CCNC(=O)c1ccc(OCc2ccccc2)cc1Cl	11%	6%	i	57%[activator]	-4%	-20	1%	-1%	5%
Fc1ccc(-c2noc(C3CCN(Cc4cccnc4)CC3)n2)cc1	-3%	-5%	?	0%	0%[9.22 µM]	-14	-16%	-16%	-20%
COc1ccccc1N(Cc1cc2cccc(C)c2[nH]c1=O)C(=O)C(C)C	1%	3%	i	8%	-5%	-12	2%	2%	13%
Cc1ccc2nc(NC(=O)CS(=O)(=O)Cc3ccccc3)sc2c1	17%	?	i	2%	7%	-2	20%	16%	-28%
COC(=O)c1cnn2c(C)c(Cc3cccc(F)c3)c(C)nc12	-23%	-1%	i	2%	-14%	40	-25%	3%	-13%
O=C1OCCC1=COCCOC=C1CCOC1=O	5%	13%	i	·	·	14	-48%	·	4%

Compound profiles (already shown). Order of screens: KB-3-1 tox	HT1080NT lethal	S2 tox	ATXN2 expr inh	SW480 rerep	IL1B secr inh	HepG2 viability	MCF10A rerep	HT1080 IDH1KD tx
Shown for CC(C)C(C)NC(=O)COc1nc2ccccc2nc1N(C)C1CCCCC1 (configuration not stated) : ?	14%	?	-5%	-6%	8	-14%	17%	4%
Shown for C#CCNC(=O)c1ccc(OCc2ccccc2)cc1Cl : 11%	6%	i	57%[activator]	-4%	-20	1%	-1%	5%
Shown for COc1ccccc1N(Cc1cc2cccc(C)c2[nH]c1=O)C(=O)C(C)C : 1%	3%	i	8%	-5%	-12	2%	2%	13%
Shown for COc1nc(N)nc(N2CCOCC2)n1 : 2%	11%	i	3%	1%	-5	9%	16%	16%
Shown for Cc1ccc(-c2cc(C(=O)NC3CCCCC3)no2)cc1 : -3%	19%	i	36%	-2%	-15	10%	10%	23%

(continued)
SMILES	KB-3-1 tox	HT1080NT lethal	S2 tox	ATXN2 expr inh	SW480 rerep	IL1B secr inh	HepG2 viability	MCF10A rerep	HT1080 IDH1KD tx
CCC(=O)N1CCN(c2ccccc2NC(=O)c2cccc(C)c2)CC1	-9%	0%	i	-10%	-1%	-15	1%	1%	14%[9.24 µM]
O=c1[nH][nH]c(C(F)(F)F)c1C=Nc1ccccc1Cl	8%	24%	i	?	-6%	51	-1%	1%	8%
Cc1cc(C(=O)CSc2nnc(-c3cccnc3)n2-c2ccccc2)c(C)n1CC1CCCO1 (configuration not stated)	-13%	18%	i	40%[activator]	3%	-9	0%	-15%	3%
COc1cccc(/C=C/C(=O)OCC(=O)c2ccc[nH]2)c1	-1%	2%	i	·	·	-19	-1%	·	-2%
CCCNCc1cc(Cl)c(OCC)c(Cl)c1	-13%	-29%	i	-5%	-4%	6	6%	-5%	-17%
COc1ccccc1N(C)S(=O)(=O)c1ccc(C(=O)N(C)Cc2cccc(F)c2)cc1	-5%	6%	i	·	·	0	-21%	·	0%
COCCNC(=O)c1ccccc1NS(=O)(=O)c1ccc(C)c([N+](=O)[O-])c1	8%	6%	i	0%	6%	-3	7%	8%	13%
CCOc1ccc(OCC)c(NC(=O)CC2Oc3ccccc3NC2=O)c1 (configuration not stated)	14%	8%	i	5%	-3%	22	5%	26%	9%
CCC(C)NC(=O)C1CC(c2ccc(OC)cc2)=NO1 (configuration not stated)	6%	11%	i	24%	-7%	11	3%	-3%	-1%
CC1CCC(NC(=O)C2(C)CCC(=O)N2Cc2cccnc2)CC1 (configuration not stated)	-7%	24%	i	3%	-12%	2	10%	0%	12%
N=c1n(CCCOc2ccc(F)cc2)c2ccccc2n1CC(N)=O	0%	-17%	i	-7%	-4%	?	5%	-5%	3%
O=C(N(c1ccccc1)c1ccccc1)n1ccnc1	1%	2%	i	-2%	0%	-7	-14%	3%	4%
Cc1nc(N)sc1N=Nc1ccc(F)cc1	-1%	?	?	16%	14%	?	-3%	3%	?
CC1(C(=O)NS(=O)(=O)c2cccc(Cl)c2)CCN1C(=O)C1CC1 (configuration not stated)	0%	18%	i	-1%	·	40	-1%	·	1%
O=C1CSC(=S)N1c1cccc(Br)c1	3%	?	i	-11%	-7%	-9	-10%	21%	-29%
CCN1CCN(CCCNC(=O)c2ccc3c(Cl)c4c(nc3c2)CCCC4)CC1	?	26µM*	i	?	?	·	-30%	?	?
COc1ccc(S(=O)(=O)NC(=O)C2(C)CCN2C(=O)C2(c3ccccc3)CC2)cc1 (configuration not stated)	0%	7%	i	0%	·	30	-8%	·	-1%
CC(=O)OCC(=O)[C@H]1CC[C@H]2[C@@H]3CCC4=CC(=O)CC[C@]4(C)[C@H]3CC[C@]12C	?	12%	i	-11%&-23%	-30%&17%	-7	-23%	7%&6%&17%	11%
COc1cc(NC(=O)c2cccc(Br)c2)nc(OC)n1	9%	?	i	-2%	-23%	0	-4%	-7%	-1%
COc1cccc2cc(C(=O)N3CCN(C(=O)c4ccco4)CC3)c(=O)oc12	3%	-1%	i	3%	-2%	10	1%	2%	0%
COc1ccc(-c2nc3ccc(C)cn3c2Cc2cccc(F)c2)cc1OC	0%	?	·	0%	·	-15	-22%	·	?
O=C1CN(C(=O)c2ccc(S(=O)(=O)N3CCCCC3)cc2)C(c2ccc(F)cc2)c2cc(Cl)ccc2N1 (configuration not stated)	?	·	?	2%	·	·	-1%	·	·
NC(=O)c1c(NC(=O)c2nc(SCc3ccccc3F)ncc2Cl)sc2c1CCCC2	-1%	·	i	6%	·	·	1%	·	·
CC1CC(=S)Nc2ccccc2N1Cc1ccccc1 (configuration not stated)	-7%	0%	i	-4%	-1%	26	-5%	?	-7%
CC1CCCC(C)N1/N=C/c1ccccc1OC(F)F (configuration not stated)	13%	9%	i	-6%	0%	12	-1%	-4%	-1%
Cc1cccc(OCCCCc2c(C)n[nH]c2C)c1	-1%	?	i	-10%	?	-9	-30%	?	?
O=C(CCc1c[nH]c2ccccc12)OCC(=O)N1CCN(S(=O)(=O)c2ccccc2)CC1	-1%	-4%	i	-5%	-1%	8	-6%	-1%	-8%
CN=C1SC(CC(=O)Nc2sc3c(c2C#N)CCCC3)C(=O)N1C (configuration not stated)	-4%	-3%	i	-2%	-5%[9.22 µM]	-9	6%	21%	-1%
COCCNC(=O)C(OC(=O)CC1Sc2ccccc2NC1=O)c1ccncc1 (configuration not stated)	0%	5%	i	0%	3.7µM*	33	5%	4.6µM*	1%
O=C(CN1CCN(S(=O)(=O)c2ccc(Br)cc2)CC1)c1ccc(O)c(O)c1	-11%	-2%	i	·	-2%	3	-4%	10%	-2%
O=C(NC(=O)c1ccncc1)NC(c1ccccc1)c1ccccc1	12%	-7%	i	-9%	2%	-6	-7%	9%	28%
CCCCOc1ccc(Cl)cc1CSc1nnc(CC)n1N	0%	-5%	i	-23%	-3%	-18	-21%	10%	?
O=C(c1ccc(NS(=O)(=O)c2cccc3cccnc23)cc1)N1CCOCC1	1%	-6%	i	-2%	-5%	-10	-33%	5%	-1%
O=C(O)C1=NN(c2ccccc2)C(=O)CC1	4%	-4%	i	3%	-4%	43	18%	-4%	2%
Cc1c(OCC(=O)NCc2ccccn2)ccc2c3c(c(=O)oc12)CCCC3	4%	0%	i	·	-30%	-12	16%	-3%	-3%
O=C(O)Cn1c(=O)n(Cc2ccccc2)c2ccccc21	-10%	-19%	i	135%[activator]	0%	-13	18%	10%	-7%
CCN(CC)C(=O)C(=O)N/N=C/c1ccc(C(=O)OC)cc1	2%	-1%	i	-10%	1%	3	-1%	4%	-1%

Screening results from PubChem.

This is a random part of the collection, and some 8.9% of all compounds hit somewhere here.
